Assay outcomes as filed in PubChem BioAssay.
TLR4-MyD88 BLA: blocks binding of human TLR4 to MyD88; HeLa CL3-4 TLR4/MyD88 BLA complementation, FRET ratio; inhibition, % at 8.4 µM; 0.18% of 200,000 active; O00206+Q99836; in the data active = inhibition above about 25%;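 note: 0% = vehicle and 100% = reference inhibitor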
Target sequence (O00206 whole entry, looked up): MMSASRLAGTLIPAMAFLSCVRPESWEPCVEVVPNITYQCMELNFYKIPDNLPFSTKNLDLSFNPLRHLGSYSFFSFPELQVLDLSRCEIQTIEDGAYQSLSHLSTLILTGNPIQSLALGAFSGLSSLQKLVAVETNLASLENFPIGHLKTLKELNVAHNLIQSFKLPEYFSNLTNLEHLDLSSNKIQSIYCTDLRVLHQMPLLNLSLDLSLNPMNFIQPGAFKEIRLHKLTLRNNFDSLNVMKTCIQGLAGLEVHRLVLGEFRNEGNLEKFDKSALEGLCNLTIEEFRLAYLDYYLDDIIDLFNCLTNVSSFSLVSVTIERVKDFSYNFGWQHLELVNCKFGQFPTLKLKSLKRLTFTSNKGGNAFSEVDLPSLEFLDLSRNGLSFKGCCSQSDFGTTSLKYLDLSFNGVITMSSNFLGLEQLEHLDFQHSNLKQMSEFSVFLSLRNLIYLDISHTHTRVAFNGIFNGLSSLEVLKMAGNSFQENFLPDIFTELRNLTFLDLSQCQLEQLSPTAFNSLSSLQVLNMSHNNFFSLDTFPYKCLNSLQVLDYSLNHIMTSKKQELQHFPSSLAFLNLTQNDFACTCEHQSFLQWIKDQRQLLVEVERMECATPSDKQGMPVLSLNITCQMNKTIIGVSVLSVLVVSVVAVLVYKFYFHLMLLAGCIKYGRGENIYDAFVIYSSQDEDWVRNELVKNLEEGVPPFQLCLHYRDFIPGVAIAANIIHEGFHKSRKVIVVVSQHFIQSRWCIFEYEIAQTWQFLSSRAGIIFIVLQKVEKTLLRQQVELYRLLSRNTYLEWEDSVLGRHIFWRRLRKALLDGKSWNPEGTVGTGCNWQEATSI
Target sequence (Q99836 whole entry, looked up): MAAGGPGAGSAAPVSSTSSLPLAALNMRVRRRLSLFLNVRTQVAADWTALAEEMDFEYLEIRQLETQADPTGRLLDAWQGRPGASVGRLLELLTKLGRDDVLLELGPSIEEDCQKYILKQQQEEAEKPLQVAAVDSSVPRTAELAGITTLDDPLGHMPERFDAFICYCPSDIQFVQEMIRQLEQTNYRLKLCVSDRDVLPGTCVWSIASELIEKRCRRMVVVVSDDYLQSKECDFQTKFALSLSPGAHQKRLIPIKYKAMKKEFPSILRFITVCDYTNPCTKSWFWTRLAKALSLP
NF-kB expr up: compounds increasing NF-kB expression in human neuronal cells. NF-kB reporter expression; hits give high values. 1.6% of 190,000 active. fold change at 12.5 µM; in the data active = fold change above about 3.3
Redox H2O2 prof: compounds producing H2O2 with reducing agent – biochemical, NIH compound library profiling, artefact control for MLSCN library redox annotation, primary screen | DTT-dependent redox cycling H2O2, phenol red/HRP absorbance; 100% = 100 µM peroxide control, 0% = buffer | activation, % at 10 µM | 0.03% of 200,000 active;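 active = activation of at least 50% relative to the plate's high and low controls in the primary single-dose screen; inactive = activation below 50%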;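 note: compound incubated with DTT at 0.8 mM final as the reducing agent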
STAT1 inh: STAT1 signaling inhibition; NIH 3T3 STAT1-luciferase reporter, IFN-gamma, luminescence; inhibition, % at 5.5 µM; 0.35% of 200,000 active; AID 920;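 active = inhibition above a set limit, the mean inhibition across all tested compounds plus 3 SD, cut at about 34% in these data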;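 note: 0% = IFN-gamma with DMSO and 100% = IFN-gamma with 300 µM nifuroxazide; values of inactives mirror those of a sister screen read the other way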
STAT1 activator: activators of IFN-gamma induced STAT1 signaling; NIH 3T3 STAT1-luciferase reporter, luminescence; 100% = IFN-gamma alone, no compound; activation (% of control), % at 5.5 µM; 2.6% of 200,000 active; AID 932;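 active = activation above the screen-wide mean activation plus 3 SD, cut at about 130% in these data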;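 note: raw ratio to IFN-gamma control signal so 100% means no change and 0% no light; values of inactives mirror those of a sister screen read the other way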
STAT3 act: STAT3 signaling activation; 0.91% of 190,000 active; U3A cells, IL-6 STAT3-luciferase reporter, luminescence; 100% = signal with IL-6 EC80 alone; activation (% of control), % at 5.6 µM;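 active = activation above the screen-wide mean of compound activation plus 3 SD, cut at about 130% in these data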;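 note: 0% = background luminescence of wells with medium and substrate only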
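Material: STAT3-luciferase reporter U3A cells. Controls: IL-6-treated wells, 100% activation. Read-out: % activation versus median of IL-6-stimulated wells. Probe or stimulus: IL-6 stimulus at 33 ng/mL final. Timing: compound 1 h, then IL-6 6 h at 37 °C. Signal: reporter luminescence signal.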
APP 5'UTR act: activates APP 5'UTR luciferase reporter. 1% of 190,000 active. SH-SY5Y APP 5'UTR luciferase reporter, luminescence; zero percent = DMSO vehicle wells. activation, % at 2 µM. AID 1276;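 active = activation above a set limit, based on mean plus 3 SD of controls, cut at about 140% in these data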; note: values of inactives mirror those of a sister screen read the other way
STAT3 blocker: reduces IL-6 driven STAT3 reporter signal; U3A cells, IL-6 STAT3-luciferase reporter, luminescence; host cell line lacks STAT1; inhibition, % at 5.5 µM; 0.89% of 190,000 active; AID 862;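 active = inhibition above the mean inhibition across all screened compounds plus 3 SD, cut at about 44% in these data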;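 note: 0% = DMSO only wells and 100% = 100 µM nifuroxazide control wells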
Efa HMGR inh: E. faecalis class II HMG-CoA reductase inhibition. purified E. faecalis HMGR, NADPH absorbance 340 nm kinetic. inhibition, % at 10 µM. 0.41% of 190,000 active. AID 1066;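 active = inhibition above a set limit, the median over all tested compounds plus 3 SD, cut at about 9.5% in these data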;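 note: enzyme runs in reverse so mevalonate oxidation gives rising NADPH absorbance; 0% = complete reaction with DMSO and 100% = background rate lacking mevalonate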
Hsp70 act: Hsp70 transcriptional activation, primary screen; activation, % at 10 µM; 0.04% of 200,000 active; HeLa Hsp70 promoter luciferase reporter, luminescence; scaled: vehicle 0, proteasome-inhibitor control 100%; AID 1203;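 active = activation above the mean across all tested compounds plus 3 SD, cutoff set per campaign, cut at about 5.5% in these data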;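 note: 100% = MG132 at 30 µM as the positive control and 0% = DMSO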
An asterisk follows results filed as active; . = not tested or not shown.

SMILES	TLR4-MyD88 BLA	NF-kB expr up	Redox H2O2 prof	STAT1 inh	STAT1 activator	STAT3 act	APP 5'UTR act	STAT3 blocker	Efa HMGR inh	Hsp70 act
COC(=O)/C(=C(/F)SCC(C)=O)C(F)(F)F	1	1	0.2	2	95	104	9	-4	-10	-0.1
O=C(N/N=C/c1cccc(Oc2ccccc2)c1)c1ccncc1	-21	1.1	-0.2	-10	108	98	29	4	-8	0.1
Cc1cc(SCCOc2ccc(Br)cc2)nc(N)n1	12	1.4	0.0	3	98	85	19	23	3	-0.2
CCN(CC)CCCNC(=O)CC1Sc2ccccc2NC1=O (stereo not drawn)	-12	1.1	3.6	4	96	99	.	8	0	-0.4
CSc1ccccc1C(=O)N1CCN(c2ccc(F)cc2)CC1	-2	0.95	0.2	5	98	100	-3	0	-2	0.1
Cc1ccc(-c2nc(SCC(=O)N(C)C3CCS(=O)(=O)C3)[nH]c2-c2ccc(C)cc2)cc1 (stereo not drawn)	-11	0.9	1.1	-10	109	111	-8	-16	0	-0.5
COc1cc(S(=O)(=O)N(Cc2cccnc2)Cc2ccco2)ccc1-n1cnnn1	3	1.2	-0.9	-8	106	104	-2	-1	1	-0.3
Cc1cc(C)n(CC(C)C(=O)O)n1 (stereo not drawn)	-7	1.1	-0.4	-10	107	103	-25	4	-5	0.1
COc1ccc(NC(=O)c2sccc2SCC#N)cc1	0	1.9	1.9	-20	118	93	1	14	2	3.6
COc1ccc(/C=C/C(=O)N2CCN(c3ccccn3)CC2)c2ccccc12	7	0.89	-0.2	-4	102	91	-3	12	0	-0.4
O=C(Nc1cccc2ccccc12)c1ccc(Cn2cc(Cl)cn2)cc1	-10	1.1	-7.2	2	98	101	1	6	-5	-0.3
C/C(=N\NC(=S)NCc1ccccc1)c1ccc(C(C)(C)C)cc1	-7	1.1	-0.3	-6	105	104	15	-5	-3	0.2
CC(=O)Nc1ccc(Sc2ncccc2C(=O)Nc2ccc(OC(F)(F)F)cc2)cn1	0	0.92	0.7	-10	109	87	-12	21	-5	-0.2
COCCNC(=O)C(C)OC(=O)c1cc2occc2n1C (stereo not drawn)	-4	1.1	-0.3	5	96	101	3	5	-3	0.0
CCOc1ccccc1NC(=O)c1ccc(F)c(S(=O)(=O)N2CCC3(CC2)OCCO3)c1	-15	1	-2.8	1	99	102	3	0	-1	-0.1
CCCOC(=O)C1C2C=CC(C3CC23)C1C(=O)OCC(=O)c1ccccc1 (stereo not drawn)	-2	1.2	0.0	-5	104	106	2	-6	-5	-0.3
CC(=O)N1CCC(N(CCCOC(C)C)C(=O)Nc2ccc(C)c(C)c2)CC1	7	0.94	1.3	-6	106	98	-1	6	-3	-0.5
CCOc1cc(S(=O)(=O)NC2CCCC2)ccc1Cl	-15	0.88	2.7	-2	102	107	-13	-3	1	-0.2
Cn1c(C23CC4CC(CC(C4)C2)C3)n[nH]c1=S	3	0.96	0.0	-13	112	97	13	6	0	0.2
Cc1sc2ncnc(SC(C)C#N)c2c1C (stereo not drawn)	-5	1.2	3.0	-6	105	105	9	-1	2	-0.5
O=C(CN1CCCC1)Nc1ccc(F)cc1	-4	1.1	0.0	4	95	103	11	-1	-2	-0.1
CCOC(=O)c1cc(C(=O)Nc2cccc(C)c2)nn1C	3	6.8*	8.7	-40	135*	103	130	-2	0	0.1
Cn1c(=O)c2[nH]c(-c3ccccc3)nc2n(C)c1=O	4	1	-0.5	-4	103	100	-6	3	-8	-0.3
CCCCCCC(=O)N(O)C1CC(=O)N(c2ccc(Br)cc2)C1=O (stereo not drawn)	5	1.1	2.4	31	71	88	8	16	0	-0.3

Rewritten as labelled records: part of the list above.
Molecule: COc1ccc(NC(=O)c2sccc2SCC#N)cc1
  TLR4-MyD88 BLA = 0	NF-kB expr up = 1.9	Redox H2O2 prof = 1.9	STAT1 inh = -20	STAT1 activator = 118	STAT3 act = 93	APP 5'UTR act = 1	STAT3 blocker = 14	Efa HMGR inh = 2	Hsp70 act = 3.6
Molecule: CC(=O)N1CCC(N(CCCOC(C)C)C(=O)Nc2ccc(C)c(C)c2)CC1
  TLR4-MyD88 BLA = 7	NF-kB expr up = 0.94	Redox H2O2 prof = 1.3	STAT1 inh = -6	STAT1 activator = 106	STAT3 act = 98	APP 5'UTR act = -1	STAT3 blocker = 6	Efa HMGR inh = -3	Hsp70 act = -0.5
Molecule: O=C(CN1CCCC1)Nc1ccc(F)cc1
  TLR4-MyD88 BLA = -4	NF-kB expr up = 1.1	Redox H2O2 prof = 0.0	STAT1 inh = 4	STAT1 activator = 95	STAT3 act = 103	APP 5'UTR act = 11	STAT3 blocker = -1	Efa HMGR inh = -2	Hsp70 act = -0.1
Molecule: CCOC(=O)c1cc(C(=O)Nc2cccc(C)c2)nn1C
  TLR4-MyD88 BLA = 3	NF-kB expr up = 6.8*	Redox H2O2 prof = 8.7	STAT1 inh = -40	STAT1 activator = 135*	STAT3 act = 103	APP 5'UTR act = 130	STAT3 blocker = -2	Efa HMGR inh = 0	Hsp70 act = 0.1

(further entries)
SMILES	TLR4-MyD88 BLA	NF-kB expr up	Redox H2O2 prof	STAT1 inh	STAT1 activator	STAT3 act	APP 5'UTR act	STAT3 blocker	Efa HMGR inh	Hsp70 act
CC(C)OC(=O)CN1C(=O)C(=O)c2ccccc21	-11	0.75	2.7	-6	106	96	-4	9	0	-0.4
NNC(=O)c1cn2ccccc2n1	-3	1.5	-3.6	-5	105	92	44	19	4	-0.3
Cc1ccc(NC(=O)CC2COc3ccccc3O2)cc1 (stereo not drawn)	-5	1.8	1.5	-10	109	92	29	14	3	0.0
Cc1cnc(C(=O)OCC(=O)NC2CCCCCC2)cn1	-13	1	-0.1	1	100	100	-1	5	-2	-0.2
[O-][n+]1cccc2c(Br)cc(Br)c(O)c21	-4	1.1	-1.3	-4	104	126	-11	-24	9.9*	-0.2
Brc1ccccc1-c1nnc(CSc2nnc3sc4ccccc4n23)o1	-13	0.85	-0.2	-8	108	106	2	0	-5	-0.2
CN(C)c1ccc(NC(=O)c2sc(SCC(=O)Nc3ccc(Br)cc3)nc2N)cc1	2	0.94	2.4	1	96	99	5	10	-6	-0.1
CC(=O)Nc1ccc(N2C(=O)CC(N3CCN(Cc4ccc5c(c4)OCO5)CC3)C2=O)cc1 (stereo not drawn)	-23	0.79	1.5	-4	104	98	10	6	4	0.1
Cc1cccc(NC(=O)c2sccc2-n2cccc2)c1C	4	1.3	-4.8	4	97	84	-6	22	4	0.0
CCOC(=O)C1C(c2cc(OC)c(OC)c(OC)c2)NC(=S)NC1(O)C(F)(F)F (stereo not drawn)	5	1.3	-4.5	-8	107	97	11	11	-3	-0.2
CCCCCSc1nc2c(c(=O)[nH]c(=O)n2C)n1CC	3	.	-0.4	-2	102	103	17	1	.	0.0
Cc1ncc([N+](=O)[O-])n1Cc1ccc(F)cc1	-14	1.1	-1.5	9	92	99	-3	10	-2	-0.1

For convenience, some entries already given.
SMILES	TLR4-MyD88 BLA	NF-kB expr up	Redox H2O2 prof	STAT1 inh	STAT1 activator	STAT3 act	APP 5'UTR act	STAT3 blocker	Efa HMGR inh	Hsp70 act
COC(=O)/C(=C(/F)SCC(C)=O)C(F)(F)F	1	1	0.2	2	95	104	9	-4	-10	-0.1
O=C(N/N=C/c1cccc(Oc2ccccc2)c1)c1ccncc1	-21	1.1	-0.2	-10	108	98	29	4	-8	0.1
Cc1cc(SCCOc2ccc(Br)cc2)nc(N)n1	12	1.4	0.0	3	98	85	19	23	3	-0.2
CCN(CC)CCCNC(=O)CC1Sc2ccccc2NC1=O (stereo not drawn)	-12	1.1	3.6	4	96	99	.	8	0	-0.4
CSc1ccccc1C(=O)N1CCN(c2ccc(F)cc2)CC1	-2	0.95	0.2	5	98	100	-3	0	-2	0.1

Following part.
SMILES	TLR4-MyD88 BLA	NF-kB expr up	Redox H2O2 prof	STAT1 inh	STAT1 activator	STAT3 act	APP 5'UTR act	STAT3 blocker	Efa HMGR inh	Hsp70 act
CC1(C)CC(=O)C2=C(C1)Nc1ccccc1N=C2	-4	2.9	2.2	-30	128	101	112	-1	-1	-0.1
Cc1ccccc1C(=O)N(C)Cc1ccccc1	2	1	-3.2	10	91	97	8	8	-3	0.1
CN(C)C(=O)[C@@H]1C[C@H]1[C@@H](NC(=O)OCc1ccccc1)c1ccccc1	-3	1.4	0.5	1	99	97	-1	1	-8	-0.3
CCCc1cc(N2CCN(c3ccccn3)CC2)n2nc(C)c(-c3ccccc3)c2n1	-8	0.88	-0.9	-2	102	95	0	9	-2	-0.1
C=CCNC(=O)c1onc(CSc2cccc(C)c2)c1C(=O)O	22	1.2	21	5	95	103	11	-2	-4	-0.1
COc1ccc(OC)c2sc(NC(=O)C(C)C)nc12	-4	1.1	-0.4	2	98	96	7	10	2	-0.3
CCCn1nc(C(=O)NCCc2ccc(S(N)(=O)=O)cc2)c2ccccc2c1=O	0	0.97	1.7	-1	101	106	-9	4	-1	-0.2
Cc1cc(/C=N/NC(=O)C(=O)NCc2ccccn2)c(C)n1-c1ccccc1	1	1.7	-0.1	-3	103	93	12	11	-4	-0.2
